# Source: PubChem BioAssay
# RGS8-Gao = RGS8-Galphao binding modulators, primary screen, biochemical, multiplexed bead flow cytometry. Guanine nucleotide-binding protein G(o) subunit alpha (Homo sapiens), P09471. actives lie on both sides. response (percent of control binding), % at 10 µM. hit rate 0.34% among 220,000; in the data active = response below about 60% or above about 140%; inactive = in between;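 note: Galphao activated as the GDP aluminium fluoride complex binding bead-coupled RGS8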
# Target sequence (P09471 whole entry, looked up): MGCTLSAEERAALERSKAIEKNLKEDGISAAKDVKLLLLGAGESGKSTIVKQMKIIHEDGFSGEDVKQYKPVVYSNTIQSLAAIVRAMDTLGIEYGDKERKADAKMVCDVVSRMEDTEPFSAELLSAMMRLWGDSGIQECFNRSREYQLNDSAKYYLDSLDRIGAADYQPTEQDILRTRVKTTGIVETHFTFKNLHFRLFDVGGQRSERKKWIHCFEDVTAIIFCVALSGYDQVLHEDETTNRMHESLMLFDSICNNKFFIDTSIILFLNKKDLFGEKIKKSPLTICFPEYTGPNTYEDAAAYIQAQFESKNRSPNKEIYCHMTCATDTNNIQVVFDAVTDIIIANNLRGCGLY
# Bcl-B Bim block = inhibitors of Bim-Bcl-B binding, primary screen, biochemical, multiplexed, human Bcl-2 family; inhibition, % at 10 µM; Bcl-2-like protein 10 (Homo sapiens), Q9HD36; hit rate 0.073% among 190,000; bead-based flow cytometry, Bim peptide-Bcl-B binding;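 note: 0% = tracer peptide without compound and 100% = reference inhibitor peptide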
# Target sequence (Q9HD36 whole entry, looked up): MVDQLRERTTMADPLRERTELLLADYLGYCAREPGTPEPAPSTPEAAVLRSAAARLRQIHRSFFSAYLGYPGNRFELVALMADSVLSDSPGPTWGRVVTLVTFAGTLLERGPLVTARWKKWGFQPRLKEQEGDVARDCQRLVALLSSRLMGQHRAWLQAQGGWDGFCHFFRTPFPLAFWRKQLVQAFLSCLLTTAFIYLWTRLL
# ABCB1 inh = ABCB1 efflux pump inhibitors, primary screen, cell-based, multiplex, flow cytometry, ABCG2 counter-screen; inhibition, % at 6.6 µM; CCRF-Adr cells, JC-1 efflux; ATP-dependent translocase ABCB1 (Homo sapiens), P08183; AID 1326, 2008; hit rate 0.067% among 190,000; in the data active = inhibition above about 40%;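 note: 0% = vehicle and 100% = reference inhibitor; higher value means more JC-1 retained so stronger ABCB1 efflux block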
# RGS4-Gao reg = modulators of RGS4 binding to Galphao, primary screen, biochemical, multiplexed bead flow cytometry; binding response (% of control), % at 10 µM; actives lie on both sides; hit rate 0.33% among 220,000; Guanine nucleotide-binding protein G(o) subunit alpha (Homo sapiens), P09471; in the data active = binding response below about 49% or above about 150%; inactive = in between;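 note: fluorescent Galphao activated with aluminum fluoride binding bead-coupled RGS4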
# Bfl-1 Bim block = inhibitors of Bim binding to Bfl-1, primary screen, biochemical, multiplexed, bead-based flow cytometry; Bcl-2-related protein A1 (Homo sapiens), Q16548; Bim-Bfl-1 binding inhibition; inhibition, % at 10 µM; hit rate 0.12% among 190,000;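 note: 0% = wells without compound plus tracer and 100% = blocker peptide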
# Mcl-1 Bim block = inhibitors of Bim peptide binding to Mcl-1, primary screen, biochemical, bead-based flow cytometry, multiplex; Induced myeloid leukemia cell differentiation protein Mcl-1 (Homo sapiens), Q07820; Bim peptide-Mcl-1 binding; inhibition, % at 10 µM; hit rate 0.1% among 190,000;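 note: 0% = no compound tracer wells and 100% = peptide blocker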
# RGS7-Gao reg = RGS7-Galphao binding modulators, primary screen, biochemical, multiplexed bead flow cytometry; hit rate 0.35% among 220,000; actives lie on both sides; Guanine nucleotide-binding protein G(o) subunit alpha (Homo sapiens), P09471; binding response (% of control), % at 10 µM; in the data active = binding response below about 49% or above about 150%; inconclusive = no clear call, values can overlap the other calls; inactive = in between;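 note: fluorescent Galphao held in activated GDP-AlF4 state binding bead-coupled RGS7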
# Bim-Bcl-W = inhibitors of Bim binding to Bcl-W, primary screen, biochemical, multiplexed, bead-based flow cytometry. Bim peptide-Bcl-W binding. inhibition, % at 10 µM. hit rate 0.02% among 190,000;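 note: 0% = bound tracer without compound and 100% = peptide blocker; higher means less fluorescent Bim peptide bound to Bcl-W beads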
# Target sequence (Q92843 whole entry, looked up): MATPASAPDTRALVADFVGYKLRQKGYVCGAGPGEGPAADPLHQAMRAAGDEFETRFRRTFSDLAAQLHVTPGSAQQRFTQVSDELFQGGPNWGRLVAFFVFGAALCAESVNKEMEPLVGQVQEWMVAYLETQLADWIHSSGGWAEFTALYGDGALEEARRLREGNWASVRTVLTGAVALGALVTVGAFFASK
# Bcl-XL Bim block = inhibitors of Bim-Bcl-XL binding, primary screen, biochemical, multiplexed, bead flow cytometry, human Bcl-XL. Bim peptide-Bcl-XL binding, fluorescence. inhibition, % at 10 µM. hit rate 0.04% among 190,000
# Target sequence (Q07817 whole entry, looked up): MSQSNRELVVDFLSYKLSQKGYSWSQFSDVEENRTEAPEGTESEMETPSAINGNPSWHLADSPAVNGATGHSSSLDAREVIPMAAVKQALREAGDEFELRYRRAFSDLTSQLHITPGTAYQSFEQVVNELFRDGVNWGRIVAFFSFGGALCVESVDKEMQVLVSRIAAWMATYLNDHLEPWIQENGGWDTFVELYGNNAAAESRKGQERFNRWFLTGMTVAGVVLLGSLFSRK
# Bcl-2 Bim block = inhibitors of Bim-Bcl-2 binding, primary screen, biochemical, multiplexed, human Bcl-2 family; Apoptosis regulator Bcl-2 (Homo sapiens), P10415; Bead-based flow cytometry, Bim peptide-Bcl-2 binding; inhibition, % at 10 µM; hit rate 0.06% among 190,000; in the data active = inhibition above about 40%; inconclusive = no clear call, values can overlap the other calls;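 note: 0% = no compound wells with probe peptide and 100% = reference peptide inhibitor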
# ABCG2 inh = ABCG2 efflux pump inhibitors, primary screen, multiplex with ABCB1, IgMXP3 cells, flow cytometry. JC-1 efflux. inhibition, % at 6.6 µM. hit rate 0.1% among 190,000. AID 1325, 2008;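 active = inhibition above 80%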;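 note: 0% = DMSO and 100% = nicardipine control wells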
#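 Test system: IgMXP3 (ABCG2) plus far-red-tagged CCRF-Adr (ABCB1) cells. Reagent: JC-1 dye as substrate. Timing: 10 min exposure at 25 °C with rotation, no wash. Measured by: flow cytometric JC-1 green MFI at 530 nm. Read-out: percent efflux inhibition, scaled nicardipine 100% to DMSO 0%. Control set: nicardipine and DMSO wells.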
# * = called active by the depositor; u = inconclusive. Cut-off read from the data, not from the text of the source, unless noted: active = inhibition above about 40%.
# Fields – RGS8-Gao	Bcl-B Bim block	ABCB1 inh	RGS4-Gao reg	Bfl-1 Bim block	Mcl-1 Bim block	RGS7-Gao reg	Bim-Bcl-W	Bcl-XL Bim block	Bcl-2 Bim block	ABCG2 inh
CC(=O)NC(Cc1ccccc1)C(=O)OCC(=O)c1ccc(Br)cc1 (stereo not drawn)
 : 105	-5	0.7	107	0	-4	103	-3	-4	-2	6
CCn1c2ccccc2c2cc(NS(=O)(=O)c3ccccc3C)ccc21
 : 98	-5	0.6	99	-9	0	96	2	-2	-4	6
Fc1ccc(-c2nc3c(-c4ccc(F)cc4)cnn3cc2CCN2CCOCC2)cc1
 : 99	2	5.0	100	6	-3	93	-1	-2	0	13
CCOC(=O)c1ccc(NC(=O)CN(C)S(=O)(=O)c2ccc(OC)cc2)cc1
 : 96	1	0.7	98	0	1	98	-4	1	1	23
O=C1C=C(c2ccccc2)CC(c2cccs2)C1n1cnc([N+](=O)[O-])c1 (stereo not drawn)
 : 99	-1	0.5	96	0	0	96	2	1	1	0
O=C(NCCc1ccc(F)cc1)c1ccc([N+](=O)[O-])cc1
 : 99	0	1.2	99	-3	2	95	1	0	0	22
CCn1nnc(-c2ccccc2NS(=O)(=O)c2ccc(C(=O)OC)cc2)n1
 : 99	0	-0.1	116	1	3	106	0	-1	3	0
CCC(C(=O)Nc1ncn[nH]1)(C(F)(F)F)C(F)(F)F
 : 100	-6	0.6	101	-8	-1	104	3	-3	-8	3
O=C(O)C1CCCCC1C(=O)NCCc1ccc(Cl)cc1 (stereo not drawn)
 : 94	-5	0.1	88	-11	0	87	0	-5	-9	9
Cc1nn(C(C)C)c(C)c1CN1CCCC(CCC(=O)NCc2ccccc2F)C1 (stereo not drawn)
 : 101	-4	2.1	101	-6	-2	97	0	-2	-9	3
CC(=O)Nc1ccc(N2C(C(C)=O)=NN(c3ccccc3)C2c2cccs2)cc1 (stereo not drawn)
 : 98	0	0.5	102	0	0	99	2	3	0	5
c1cnc2c(C3NCCc4c3[nH]c3ccccc43)cccc2c1 (stereo not drawn)
 : 99	0	1.0	101	-5	-8	96	-1	-4	-2	11
CC1CCN(CCCOc2ccc(OCc3ccccc3)cc2)CC1
 : 104	-3	0.7	106	-2	-3	104	-1	-1	-2	2
COC(=O)C1=C(C)N=C2SC(C)C(=O)N2C1/C=C/c1ccccc1OC (stereo not drawn)
 : 103	-12	1.1	101	-14	-3	101	0	-4	-16	1
COc1ccc(C2=NOC(C(=O)NCC(C)C)C2)cc1 (stereo not drawn)
 : 102	0	0.4	106	0	2	100	0	-1	1	5
COc1ccc(C(=O)/C=C2/c3ccccc3CC(C)(C)N2C)cc1
 : 105	-6	0.9	107	-13	0	104	2	6	-5	7
CC(C)c1onc(C(=O)NC2CCCCC2)c1[N+](=O)[O-]
 : 104	-6	0.5	96	-9	-2	99	-1	-2	-7	1
O=C(Nc1cccc(C(F)(F)F)c1)c1cccnc1N1CCOCC1
 : 102	-9	0.7	104	0	-4	104	-2	-5	-4	9
NC(=S)N/N=C/c1cccc(O)c1O
 : 91	-8	-0.5	91	-1	0	94	0	0	0	4
CC(C)c1ccc(NC(=O)c2cc(Br)ccc2Br)cc1
 : 94	-1	0.3	94	-1	0	95	-1	-4	0	2
O=C(O)C1Cc2ccccc2CN1C(=O)CSc1nnc2ccccn12 (stereo not drawn)
 : 100	-4	0.3	105	-4	-4	99	0	-4	-1	0
NC(=O)C1CCN(CC(=O)NC2CCCc3ccccc32)CC1 (stereo not drawn)
 : 100	0	0.2	100	-2	0	101	0	0	1	0
COc1ccc(CCNC(=S)NCCc2c[nH]c3ccccc23)cc1
 : 101	-5	-0.4	102	-6	2	u	-3	-2	-3	-2
CC1CCN(C(=O)Nc2ccc3nsnc3c2)CC1
 : 105	1	0.0	106	0	0	103	0	1	-2	3
O=C(NNC(=O)C1CC(c2cccnc2)=NO1)Nc1ccccc1F (stereo not drawn)
 : 101	0	0.0	102	-2	3	107	0	0	1	3
CCOC(=O)/C(=N/Nc1ccc(OC)cc1)Sc1nnc(CCc2ccccc2)n1-c1ccccc1
 : 95	-23	0.3	97	-5	-33	100	-20	-22	-6	-1
C[C@]12CC[C@@H]3c4ccc(OC(=O)c5ccccc5)cc4CC[C@H]3[C@@H]1CC[C@@H]2O
 : 101	0	0.9	99	0	-1	101	0	-2	0	12
COc1ccc(N2CCN(C(=O)C3CCN(S(=O)(=O)c4cccs4)CC3)CC2)cc1
 : 99	-1	-0.7	100	0	-3	100	-5	-3	-3	2
CCOC(=O)CSc1n[nH]c(-c2ccco2)n1
 : 99	-6	0.4	104	-9	0	100	0	-2	-4	2
Cc1cc(C)c(C2=NOC3C4CCC(C4)C23)c(C)c1 (stereo not drawn)
 : 100	-6	1.0	100	-7	-6	94	-5	-8	-7	13
CC1CCN(c2ccc(/C=C(\C#N)c3nn(-c4ccccc4)c(N)c3C#N)cc2[N+](=O)[O-])CC1
 : 105	-5	0.6	104	-6	-3	99	-6	-6	-7	-2
CC(=O)N(c1ccc(N(C(C)=O)S(=O)(=O)c2cccs2)cc1)S(=O)(=O)c1cccs1
 : 95	-5	0.3	95	-14	-1	96	-1	-6	-10	0
COC(=O)C1=C(O)/C(=C\c2ccc(CNS(=O)(=O)c3ccc(Cl)cc3)o2)N=C1C
 : 100	-2	-0.3	102	6	-5	104	-1	-1	-1	-2
CSc1ncc(CN2CCN(CCC(C)C)C(CCO)C2)cn1 (stereo not drawn)
 : 105	-7	0.2	103	-8	-1	108	-1	-3	-4	0
COC(=O)c1nc(NC(=O)c2ccccc2Br)n[nH]1
 : 101	-4	1.9	101	-3	-2	u	0	0	-2	15
COc1cc2c(cc1NC(=O)COC(=O)CNC(=O)c1ccccc1)oc1ccccc12
 : 101	-1	-0.5	102	-5	1	99	-1	1	-6	3
Cc1ccc2c(c1)-c1cc(C)nn1C(c1sccc1C)N2 (stereo not drawn)
 : 96	-4	0.0	96	1	0	99	0	-1	0	0
COc1ccccc1Oc1coc2cc(OC(=O)N3CCOCC3)ccc2c1=O
 : 74	1	0.3	77	1	0	86	2	3	0	10
COc1cc(OC)c(C2C(C#N)=C(N)OC3=C2C(=O)CC(C)(C)C3)cc1OC (stereo not drawn)
 : 98	1	0.3	92	-2	0	93	-1	0	-1	1
CN(C)S(=O)(=O)c1ccc(C(=O)Nc2nc3ccccc3[nH]2)cc1
 : 104	-2	0.0	103	-5	0	u	0	-1	-2	0

# Arranged by molar mass (ascending): some entries from above
# Fields – RGS8-Gao	Bcl-B Bim block	ABCB1 inh	RGS4-Gao reg	Bfl-1 Bim block	Mcl-1 Bim block	RGS7-Gao reg	Bim-Bcl-W	Bcl-XL Bim block	Bcl-2 Bim block	ABCG2 inh
O=C(O)C1Cc2ccccc2CN1C(=O)CSc1nnc2ccccn12 (stereo not drawn)
 : 100	-4	0.3	105	-4	-4	99	0	-4	-1	0
C[C@]12CC[C@@H]3c4ccc(OC(=O)c5ccccc5)cc4CC[C@H]3[C@@H]1CC[C@@H]2O
 : 101	0	0.9	99	0	-1	101	0	-2	0	12
COc1cc2c(cc1NC(=O)COC(=O)CNC(=O)c1ccccc1)oc1ccccc12
 : 101	-1	-0.5	102	-5	1	99	-1	1	-6	3

# Next compounds:
# Fields – RGS8-Gao	Bcl-B Bim block	ABCB1 inh	RGS4-Gao reg	Bfl-1 Bim block	Mcl-1 Bim block	RGS7-Gao reg	Bim-Bcl-W	Bcl-XL Bim block	Bcl-2 Bim block	ABCG2 inh
CCOc1cc(C(N)=O)cc(Br)c1OCc1ccccc1
 : 100	-2	0.3	100	-1	0	u	3	3	-1	26
CC(=O)NCCC(=O)Nc1ccc(C)c(F)c1
 : 116	-4	-1.7	103	-4	-5	104	-5	-8	-5	-3
CCN1CCN(c2ncnc3c2cnn3-c2ccccc2)CC1
 : 103	-4	0.2	101	-9	-1	101	-3	-7	-9	1
CCOc1ccc(OCC)c(NC(=O)C2CCN(c3nn4c(=O)cc(C)nc4s3)CC2)c1
 : 98	0	0.4	98	0	2	98	4	2	3	1
CC(=O)NCCC(=O)Nc1nc(C)c(Cc2ccc3c(c2)OCO3)s1
 : 104	-2	-0.1	105	-6	-2	104	-1	-4	-3	-7
COc1cc2nc(SCC(=O)NCCc3ccccc3)n(Cc3ccco3)c(=O)c2cc1OC
 : 101	0	5.3	102	-1	-1	100	-2	-2	-6	44
CC(=O)Nc1ccc(S(=O)(=O)Nc2ccc(N3CCOCC3)cc2)cc1
 : 103	-4	0.0	102	-11	1	101	1	-5	0	0
CCOC(=O)c1cnn(-c2nc(OC)cc(OC)n2)c1C(F)(F)F
 : 101	-12	1.1	100	-13	-4	101	-3	-7	-23	17
CCOCCCNC(=O)CN1C(=O)/C(=C/c2ccccc2C)Sc2ccccc21
 : 101	1	1.7	96	9	-5	92	0	-1	-2	9
O=C(COC(=O)c1c[nH]c(=O)[nH]c1=O)NCc1ccccc1
 : 97	0	0.3	96	-12	3	100	0	-1	0	1
CCOC(=O)c1cc(-c2ccco2)nc2c1c(C)nn2CCC#N
 : 94	0	0.1	96	2	-5	97	0	0	-2	1

# Two compounds drawn at random from the list so far:
# Fields – RGS8-Gao	Bcl-B Bim block	ABCB1 inh	RGS4-Gao reg	Bfl-1 Bim block	Mcl-1 Bim block	RGS7-Gao reg	Bim-Bcl-W	Bcl-XL Bim block	Bcl-2 Bim block	ABCG2 inh
CCOc1cc(C(N)=O)cc(Br)c1OCc1ccccc1
 : 100	-2	0.3	100	-1	0	u	3	3	-1	26
CCOC(=O)c1cc(-c2ccco2)nc2c1c(C)nn2CCC#N
 : 94	0	0.1	96	2	-5	97	0	0	-2	1

# Some of the entries so far, with tabs:
Molecule	RGS8-Gao	Bcl-B Bim block	ABCB1 inh	RGS4-Gao reg	Bfl-1 Bim block	Mcl-1 Bim block	RGS7-Gao reg	Bim-Bcl-W	Bcl-XL Bim block	Bcl-2 Bim block	ABCG2 inh
CC(=O)NCCC(=O)Nc1nc(C)c(Cc2ccc3c(c2)OCO3)s1	104	-2	-0.1	105	-6	-2	104	-1	-4	-3	-7
COc1cc2nc(SCC(=O)NCCc3ccccc3)n(Cc3ccco3)c(=O)c2cc1OC	101	0	5.3	102	-1	-1	100	-2	-2	-6	44
CC(=O)Nc1ccc(S(=O)(=O)Nc2ccc(N3CCOCC3)cc2)cc1	103	-4	0.0	102	-11	1	101	1	-5	0	0
CCOC(=O)c1cnn(-c2nc(OC)cc(OC)n2)c1C(F)(F)F	101	-12	1.1	100	-13	-4	101	-3	-7	-23	17
CCOCCCNC(=O)CN1C(=O)/C(=C/c2ccccc2C)Sc2ccccc21	101	1	1.7	96	9	-5	92	0	-1	-2	9
